Compound activity (PubChem BioAssay)
Ba/F3 V617F tox – reduce viability of Ba/F3 cells dependent on JAK2V617F. Ba/F3 EpoR-JAK2V617F viability, ATP luminescence. inhibition, % at 5.6 µM. 1.1% of 220,000 active. AID 1446;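 active = inhibition above the campaign mean plus 3 SD over all tested compounds, cut at about 24% in these data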;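 also: cytokine-independent growth of Ba/F3 cells driven by EpoR plus mutant JAK2; 0% = DMSO-treated cells and 100% = JAK inhibitor I control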
NPY1 pot ag – potentiators or agonists of human neuropeptide Y receptor Y1; P25929; NPY-Y1 expressing cells, potentiator/agonist activation; activation, % at 3.6 µM; 0.37% of 220,000 active; AID 1304; in the data active = activation above about 33%, passing the limit was not always enough;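 also: cells stimulated with NPY at EC10 then isoproterenol at EC100; 0% = low agonist plus stimulus and 100% = saturating agonist plus stimulus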
Target sequence (P25929 whole entry, looked up): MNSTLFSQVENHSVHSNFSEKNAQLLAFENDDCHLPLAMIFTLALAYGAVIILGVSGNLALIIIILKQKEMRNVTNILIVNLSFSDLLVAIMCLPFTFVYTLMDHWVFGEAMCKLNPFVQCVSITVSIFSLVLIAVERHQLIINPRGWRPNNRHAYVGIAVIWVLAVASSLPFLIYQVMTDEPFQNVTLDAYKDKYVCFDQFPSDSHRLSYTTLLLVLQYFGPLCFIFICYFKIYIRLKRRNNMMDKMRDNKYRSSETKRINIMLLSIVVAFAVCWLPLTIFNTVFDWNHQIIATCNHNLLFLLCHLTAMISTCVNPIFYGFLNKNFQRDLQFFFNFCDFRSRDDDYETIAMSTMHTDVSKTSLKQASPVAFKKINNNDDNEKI
NPY-Y1 antag – NPY-Y1 (human) receptor antagonism; 1% of 200,000 active; P25929; inhibition, % at 3.6 µM; HEK293-CNG Y1 cells, membrane potential fluorescence; NPY at EC95, then isoproterenol;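 active = inhibition above the campaign mean inhibition of all tested compounds plus 3 SD, cut at about 20% in these data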;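 also: 0% = DMSO wells given NPY plus isoproterenol and 100% = isoproterenol alone without NPY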
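System: HEK293 cells with Y1 receptor plus CNG channel / Probe or stimulus: NPY 25 nM then isoproterenol 1 µM plus Ro 20-1724 25 µM / Compound: one concentration, 3.6 µM, in 0.4% DMSO / Schedule: compound incubation 1 h at room temperature, readout 45 min post-stimulation / Measured by: membrane potential fluorescence / Read-out: % inhibition of NPY effect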
CHOP inh – CHOP inhibition in unfolded protein response; inhibition, % at 10 µM; CHO-K1 CHOP-promoter luciferase, tunicamycin-induced, 15-18 h; 3.8% of 220,000 active; AID 2732;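 active = compounds that reduced the stress-induced luciferase reporter signal by more than about 70% of percent inhibition, limit read from the data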;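 also: 0% = tunicamycin plus vehicle and 100% = wells without tunicamycin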
NPY-Y2 PAM-ag – potentiates or activates human NPY-Y2 receptor; cells expressing NPY-Y2, potentiator/agonist read-out; activation, % at 3.6 µM; 0.45% of 220,000 active; AID 1359; in the data active = activation above about 27%;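 also: cells stimulated with NPY near EC25 plus isoproterenol at EC100; 0% = vehicle plus submaximal agonist and 100% = vehicle plus saturating agonist; some results beyond the cut were filed as inactive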
Target sequence (P49146 whole entry, looked up): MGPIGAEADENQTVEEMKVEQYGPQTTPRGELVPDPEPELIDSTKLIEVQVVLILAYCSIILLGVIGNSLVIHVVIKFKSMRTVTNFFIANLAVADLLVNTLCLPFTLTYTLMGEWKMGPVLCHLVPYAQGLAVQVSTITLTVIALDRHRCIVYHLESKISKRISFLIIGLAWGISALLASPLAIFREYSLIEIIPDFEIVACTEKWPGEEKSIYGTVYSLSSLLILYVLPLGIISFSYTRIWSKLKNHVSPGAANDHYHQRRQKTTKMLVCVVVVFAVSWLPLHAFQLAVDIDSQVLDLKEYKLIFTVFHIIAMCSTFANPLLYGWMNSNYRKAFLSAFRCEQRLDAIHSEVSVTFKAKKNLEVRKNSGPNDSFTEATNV
S1P4 agonist – human S1P4 receptor agonism; S1P4-expressing cell line, agonist reporter assay; activation, % at 4.98 µM; AID 1509; 0.35% of 220,000 active; in the data active = activation above about 11%;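 also: 0% = DMSO vehicle and 100% = reference agonist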
S1P4 antagonist – blocks the human S1P4 receptor | O95977 | S1P4-expressing cells, antagonist mode, reporter read-out | inhibition, % at 4.98 µM | 0.26% of 220,000 active | AID 1510; in the data active = inhibition above about 29%;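 also: 0% = wells stimulated with agonist and 100% = vehicle wells without agonist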
BaF3 tox – parental Ba/F3 viability inhibition as JAK2V617F counter-screen; CellTiter-Glo ATP luminescence; 1.1% of 220,000 active; inhibition, % at 5.6 µM;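 active = inhibition above a per-campaign cutoff, the mean inhibition of all tested compounds plus 3 SD, cut at about 27% in these data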;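 also: 0% = DMSO wells and 100% = JAK Inhibitor I control wells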
p47phox inh – p47phox (human) inhibition. p47phox/p22phox peptide binding, fluorescence polarization, 2 h. P14598. inhibition, % at 24.7 µM. AID 1274. 0.53% of 220,000 active;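 active = inhibition above about 30%, limit read from the data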;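 also: 0% = p47phox with labelled peptide and 100% = labelled peptide alone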
Active calls of the source: *; nt = no result given.

SMILES	Ba/F3 V617F tox	NPY1 pot ag	NPY-Y1 antag	CHOP inh	NPY-Y2 PAM-ag	S1P4 agonist	S1P4 antagonist	BaF3 tox	p47phox inh
NC(=O)c1nsc(C(=O)N(c2cccc(F)c2)C(C(=O)NCC2CCCO2)c2cccs2)c1N (stereo not given)	0	5	-3	8	14	1.0	-6	7	-8
CC(Sc1nnc(-c2cccs2)n1-c1ccccc1)C(=O)NCc1ccc2c(c1)OCO2 (stereo not given)	0	-26	8	46	-32	-2.7	-2	4	1
COC(=O)CCSc1nccn1Cc1ccccc1	0	14	-2	6	14	-1.1	-28	2	-18
CCN(CC)CCNC(=O)C12CC3CC(CC(C3)C1)C2	-2	14	2	9	0	0.3	2	1	-3
Cc1cccc(C(=O)Nc2nnc(Cc3c[nH]c4ccccc34)s2)c1	-6	21	-9	-6	8	0.4	-8	4	-9
N#Cc1c(-c2ccc(F)cc2)noc1N	-4	15	0	8	-1	-1.9	6	-2	0
CC(C)Oc1ccc(C2NC(=O)NC2=O)cc1 (stereo not given)	4	-3	1	40	-15	2.7	3	0	-3
CC1Cc2ccccc2N1C(=O)NC1CC(=O)N(c2ccc3c(c2)OCCO3)C1 (stereo not given)	-1	-7	0	-7	-1	1.0	1	1	11
COc1ccc(C(=O)NNC2=C(C(=O)C(F)(F)F)CCC2)cc1	4	-7	nt	4	-10	0.6	-3	-3	-13
CC1CCc2c(C(=O)NCCCN3CCOCC3)csc2C1 (stereo not given)	-1	12	7	15	3	1.1	-14	6	-6
CCOC(=O)C1=C(O)/C(=C\c2sccc2C)N=C1C	-3	-4	0	-7	9	1.5	-16	-2	-20
O=C(NCCc1ccccc1)C1CCN(c2nc3ccccc3o2)CC1	6	-12	15	2	-8	-0.1	5	8	-2

An excerpt of these results, with values under each structure.
Sequence of screens: Ba/F3 V617F tox | NPY1 pot ag | NPY-Y1 antag | CHOP inh | NPY-Y2 PAM-ag | S1P4 agonist | S1P4 antagonist | BaF3 tox | p47phox inh
CC(Sc1nnc(-c2cccs2)n1-c1ccccc1)C(=O)NCc1ccc2c(c1)OCO2 (stereo not given)
→ 0 | -26 | 8 | 46 | -32 | -2.7 | -2 | 4 | 1
Cc1cccc(C(=O)Nc2nnc(Cc3c[nH]c4ccccc34)s2)c1
→ -6 | 21 | -9 | -6 | 8 | 0.4 | -8 | 4 | -9

More records.
SMILES	Ba/F3 V617F tox	NPY1 pot ag	NPY-Y1 antag	CHOP inh	NPY-Y2 PAM-ag	S1P4 agonist	S1P4 antagonist	BaF3 tox	p47phox inh
O=C(Nc1cccnc1)NC1CCCCC1	1	-7	3	-14	8	0.0	1	4	-4
CC(C)(CO)CNC(=O)CCc1nnc(CCCc2ccccc2)o1	-2	15	-3	-11	-10	-3.3	-16	4	3
CCCOc1ccc(C(=O)NC(=S)NCc2cccnc2)cc1	1	-12	5	20	0	0.0	4	5	-7
CCn1c(SCC(=O)Nc2cc(C(C)(C)C)nn2-c2ccccc2)nnc1-c1cccs1	-4	-5	1	17	4	3.5	-10	1	3
CCNc1nc(N)nc(Oc2ccc(OCC)nn2)n1	-2	2	-4	-1	18	-0.3	-14	0	2
Cc1cc(C)c(C(N)=O)c(SCC(=O)c2cc(C)c(C)cc2C)n1	-3	-8	18	19	4	0.6	-5	7	-3
Cc1ccc(-c2nc(NC(=O)c3nn(C)cc3[N+](=O)[O-])sc2C)cc1C	92*	-2	8	38	3	1.0	87*	85*	-13
CNC(=O)CSc1nnc(COc2ccc([N+](=O)[O-])cc2)n1C	1	-8	-4	4	10	0.4	-4	1	3
Cc1cc(C)c2c(=O)cc(C(F)(F)F)oc2n1	-2	1	2	-7	2	0.7	9	0	-12
COc1cc(-c2noc(CCCC(=O)NCc3ccco3)n2)cc(OC)c1OC	-3	1	-3	15	-1	0.7	-22	1	-1
CCN(CC)c1ccc2c(C)c(CN3CCOCC3)c(=O)oc2c1	2	7	7	-9	-23	4.2	7	4	-7
O=C(NCc1ccc2c(c1)OCO2)Oc1ccccc1	0	-2	1	-6	-14	2.0	-14	10	-3
CCCCN(C)CCCNC(=O)c1cc(=O)[nH]c2ccc(S(=O)(=O)N3CCCCC3C)cc12 (stereo not given)	1	-19	3	18	-12	-0.4	0	-1	2
NC(=O)C[C@@H]1N[C@]2(C(=O)Nc3ccccc32)[C@@H]2C(=O)N(C3CCCCC3)C(=O)[C@H]12	0	34	11	20	-2	0.1	0	4	-2
Cc1ccc(S(=O)(=O)NNC(=O)C2COc3ccccc3O2)cc1C (stereo not given)	-1	1	5	-11	5	2.2	9	6	-4
COc1ccccc1-c1noc(-c2ccccc2C(=O)N2CCOCC2)n1	5	14	0	12	-15	-1.9	0	4	-14
COc1ccccc1NC(=O)CSc1nc(O)cc(=O)n1C	-5	6	1	-11	9	-2.4	-48	1	-87
CSc1ccc(/C=C(\C#N)C(=O)NC2CCCCC2C)cc1 (stereo not given)	-1	-1	12	22	-5	1.6	-9	2	-1
CCOC(=O)c1c(NS(=O)(=O)c2ccc(Br)cc2)sc2c1CCC2	-2	-3	-1	23	5	-0.5	-2	3	-30
N/C(Cc1cccc2ccccc12)=N\O	0	-6	nt	5	-2	-0.1	-13	-4	-9
COc1ccc(CN2CCCC(C(=O)N(C)Cc3ccccc3)C2)cc1OC (stereo not given)	-3	21	-3	-8	5	2.3	-17	2	1
Cc1c(C(=O)N/N=C/c2ccncc2)no[n+]1[O-]	1	3	3	-7	-4	1.6	4	12	-7
COc1ccc(-c2cc(-c3nnc(COC(=O)C4CC4)o3)c3ccccc3n2)cc1OC	2	-2	1	26	-11	-0.7	2	9	-87
COc1ccc(NC(=S)N(CCN(C)C)C(C)c2ccco2)cc1Cl (stereo not given)	-2	3	6	45	12	-0.4	-16	5	-8
Cc1ccc(C)c(Cn2c(O)c(N=NC(=S)Nc3ccccc3F)c3ccccc32)c1	2	-8	0	12	1	-0.3	2	0	-6
COc1cc2c(cc1OC)C(C)N(C(=O)Cn1ncc3c1-c1ccccc1OC3)CC2 (stereo not given)	-5	14	2	29	-3	3.2	-18	-2	-14
COc1ccc(-c2nnc(SCC(=O)Nc3nc4ccccc4s3)n2C)cc1	6	-6	-4	93*	2	0.1	-11	8	-3
N#Cc1c(N)sc2c1CCN(CCc1ccccc1)C2	0	10	0	39	-11	-0.9	-12	3	-78
Cc1cc(-n2c(=O)c(C#N)cc3c(=O)n4ccccc4nc32)no1	3	9	-2	-13	8	28*	-74	1	-23
COc1ccc(C)cc1NC(=O)CSc1nc(SC)ns1	-2	-34	5	1	15	1.1	3	2	-15
CC(=O)NCC(=O)OC(C)C(=O)Nc1ccc(C(C)=O)cc1 (stereo not given)	4	1	6	10	3	1.4	-16	4	-5
CC1CC(C)(C)NC(=S)N1CCCC(=O)Nc1ccc(Cl)cc1 (stereo not given)	1	15	2	1	-3	0.7	2	8	3
CCOc1cc(CNCC2CCCN2CC)cc(Cl)c1OC (stereo not given)	0	0	3	12	-12	1.5	3	8	-12
Cc1cc(Cl)c(OCCCn2ccnc2)c(Br)c1	3	-25	10	11	-2	3.1	-22	0	0
O=[N+]([O-])c1cc(/C=N/OCc2c(Cl)cccc2Cl)ccc1N1CCOCC1	3	12	11	39	-4	-0.4	-3	4	-1
O=c1sc2ccccc2n1CCOc1ccccc1	0	2	3	2	-14	1.6	-20	6	1

Complete entries, looked up by structure. Order of screens: Ba/F3 V617F tox, NPY1 pot ag, NPY-Y1 antag, CHOP inh, NPY-Y2 PAM-ag, S1P4 agonist, S1P4 antagonist, BaF3 tox, p47phox inh
Listed for COc1ccc(-c2nnc(SCC(=O)Nc3nc4ccccc4s3)n2C)cc1 = 6, -6, -4, 93*, 2, 0.1, -11, 8, -3
Listed for N#Cc1c(N)sc2c1CCN(CCc1ccccc1)C2 = 0, 10, 0, 39, -11, -0.9, -12, 3, -78

Following part:
SMILES	Ba/F3 V617F tox	NPY1 pot ag	NPY-Y1 antag	CHOP inh	NPY-Y2 PAM-ag	S1P4 agonist	S1P4 antagonist	BaF3 tox	p47phox inh
COc1ccc(C(c2nnnn2C2CCCC2)N2CCN(C3CCCC3)CC2)cc1OC (stereo not given)	6	-9	4	9	4	-0.9	-24	3	-7
COc1ccc(C2CC(c3cccs3)=NN2c2nc(C)c(C(C)=O)s2)cc1OC (stereo not given)	-1	2	0	5	-2	3.0	-11	1	-43
C=CCNC(=S)Nc1ccc(F)cc1F	-2	-5	-4	-24	12	-0.4	-10	6	-13
N#Cc1ccc(NC(=S)Nc2ccccc2)cc1	4	-2	1	-5	8	1.8	-16	7	-16
COc1ccc(Cn2c(=O)cc(N)n(-c3ccccc3C)c2=O)cc1	1	1	nt	2	-1	-0.8	-5	-2	-5
N=c1c[n+](-c2ccc(Cl)cc2)[n-]o1	1	7	-2	-7	-1	1.0	4	0	8
CC(=O)NS(=O)(=O)c1ccc(Nc2ccc([N+](=O)[O-])c3nonc23)cc1	-1	5	nt	-8	-1	1.3	-14	-3	-141
CCSc1ncc(/C=N/Nc2ccc(F)cc2)n1C	3	-1	3	23	-12	-1.1	6	3	-10
CC1CC(C)CN(CCOCCSc2ccc(Cl)cc2)C1 (stereo not given)	-1	-7	20	-7	-20	1.7	-8	5	-10
Cc1c(NC(=O)c2cccs2)cccc1[N+](=O)[O-]	4	-9	8	-1	4	-0.2	-2	5	2
CCOC(=O)c1cnc(-c2ccccc2)nc1C(F)(F)F	1	12	1	26	7	2.1	-22	8	-9
COC(=O)c1c(NC(=S)NC(=O)c2ccco2)sc2c1CCCC2	-4	8	-1	21	10	0.7	-29	4	-11
CCc1n[nH]c2c1/C(=N\O)CC(C)(C)C2	3	-15	-3	6	-6	-0.2	-14	2	-1
O=C(COC(=O)CC(c1ccccc1)c1ccccc1)NCc1ccc(Cl)cc1	-2	-21	0	22	3	-0.5	-4	1	-3
O=C(NCCSc1c(-c2ccccc2)[nH]c2ccccc12)c1cc2ccccc2oc1=O	2	-22	6	7	-8	-0.6	4	8	-18
CCOC(=O)C1=C(C)NC(=O)NC1c1cccnc1 (stereo not given)	0	8	6	-11	6	0.9	-6	3	-6
CNC(=O)N(O)C1N(NC(=O)Nc2cccc3ccccc23)C(=S)SC1(C)C (stereo not given)	0	-8	-2	22	-2	-1.3	-20	4	-4
CCOCCOc1cccc(C(=O)NC(c2ccccc2)C(C)C)c1 (stereo not given)	-1	-1	-4	3	2	-1.2	4	0	-2
O=C(CCC1CCCCC1)NCCN1C2=NC[C@@H](Cc3ccccc3)N2C[C@H]1Cc1ccc(O)cc1	2	-6	13	-10	-42	1.4	-8	0	-4
CC(C)(C)C(=O)COC(=O)c1cccc(NC(=O)c2ccco2)c1	-1	24	10	72*	5	0.3	-15	2	-8
CCC1(C)N(O)C(C)(C)C(c2ccc(F)cc2)=[N+]1[O-] (stereo not given)	-1	-8	-6	10	-4	1.0	-1	5	-10
Cc1ccc(C2=NNC(C(O)C(O)C(O)C(O)CO)S2)cc1 (stereo not given)	-1	-15	1	-23	-7	-3.6	3	3	-15
CC(NC(=O)c1ccco1)C(=O)OCC(=O)c1ccc(Cl)s1 (stereo not given)	1	11	-2	11	-6	-2.0	6	7	-13
CCn1cc(/C=N/NS(=O)(=O)c2ccc(C)cc2)c(C)n1	-5	12	-1	-3	7	-1.9	-17	0	3
COc1ccc(S(=O)(=O)N2CCCCC2)cc1NS(=O)(=O)c1ccccc1F	-2	6	-4	6	16	1.6	11	7	-8
CC(=O)Nc1nonc1-c1nc2ccccc2n1CC1CC1	4	-22	7	17	-14	-1.0	-15	5	-10
